Screens as filed in PubChem.
Lipid storage S3: qHTS Assay for Lipid Storage Modulators in Drosophila S3 Cells. 320,000 compounds, 0.64% hits. lipid storage change, negative = inhibition, % at the top dose, mostly 46.1 µM; hits show Potency in µM. Drosophila S3 cells, BODIPY lipid droplet fluorescence, 18-24 h; cells fed with added oleic acid; active = well fitted inhibition curve with a large enough effect in the signal ratio, with a control signal flat, not every such curve was filed as active; inconclusive = small, poorly fitted or top-dose-only effect, or effect the other way, or a change in a side signal; the % refers to the signal ratio
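Laser-scanning cytometry quantifies lipid droplet accumulation (500–530 nm total intensity; droplet/cell object ratio) in oleic acid-fed (400 uM added) Drosophila S3 cells treated with a concentration series. 20 uM Triacsin C defined 100% inhibition.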
Lipid storage S3 cell count max: recorded beside Lipid storage S3, whose call it bears; cell number change, %; measured here: cell count max response;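 cells counted by Cell Tracker Red CMTPX staining in the red channel; peak over a dose series mostly up to 46.1 µM; percent activity relative to internal control wells on each plate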
* marks the source's active call; other numbers are inactive results; i = inactive; ? = inconclusive; . = no result given; [ ] = another dose, or the depositor's remark. % is scaled to controls: 0 for no effect and ±100 for the full control effect; potency is read from the fitted curve at half-maximal effect.

Lipid storage S3	Lipid storage S3 cell count max	SMILES
-12.3%	5.8	CCCNc1ccc(S(=O)(=O)N(CC)CC)cn1
?	.	Cc1ccccc1N1CCN(S(=O)(=O)CC23CCC(CC2=O)C3(C)C)CC1 (stereo not given)
i	-2.0	CN(C)c1ccc(C2C3CCCc4ccccc4C3=NN2C)cc1 (stereo not given)
?	.	C=CCNc1ncnc2c1[nH]c1ccccc12
?	.	Cc1ccc(NC(=O)CCS(=O)(=O)c2cccc3nonc23)cc1
?	.	O=c1c(Cc2c(F)cccc2Cl)c(O)ccn1C1CCCCCC1
?	.	O=C(NC1CCCC1)C(c1cccs1)N(C(=O)c1csnn1)c1ccccc1F (stereo not given)
9.0%	5.8	Cc1cc(Oc2nc3c(C)cccn3c(=O)c2/C=C(\C#N)S(=O)(=O)c2ccc(Cl)cc2)ccc1Cl
10.1%	.	C=CCNc1nc(Nc2ccc([N+](=O)[O-])cc2)nc(N2CCCC2)n1
12.1%	11.1	COc1c(F)c(F)c(C(=O)Nc2ccccc2N2CCN(C(C)=O)CC2)c(F)c1F
-0.7%	24.9	COc1ccc(Cl)cc1N1C(=O)C2CCCN2C1c1ccccc1F (stereo not given)
?	.	CC(Sc1nc(-c2ccco2)nc2c1c(=O)n(C)c(=O)n2C)C(=O)O (stereo not given)
?	.	CS(=O)(=O)N(CC(=O)NCCC1=CCCCC1)c1ccc2c(c1)OCO2
?	.	COCCN(C(=O)Cn1nnc2ccccc21)C(C(=O)NC1CCCCC1)c1ccc(OC)cc1OC (stereo not given)
?	.	CCc1ccc(C(=O)NNC(=O)CN2C(=O)NC3(CCCC3)C2=O)cc1
?	.	CC(=O)Nc1nc(-c2ccc3c(c2)CCN3C(=O)C2CC2)c(C)s1
?	.	CC1(c2nnc(-c3ccncc3)o2)CC(c2c(Cl)cccc2Cl)=NO1 (stereo not given)
-17.2%	-0.9	O=C1NC(c2ccncc2)C(C(=O)c2cccs2)C(O)(C(F)(F)F)N1 (stereo not given)
?	.	COc1cc(C(=O)N2CCCN(C)CC2)cc(OC)c1C
?	.	COc1ccc(N(CC(=O)N/N=C/c2cccs2)S(=O)(=O)c2ccccc2)cc1
?	.	NS(=O)(=O)c1ccc(NC(=O)CSc2n[nH]c(=O)n2Cc2ccccc2)cc1
?	.	CNc1nc(C)c(C(=O)OCc2ccccc2)s1
-5.9%	4.7	CC(=O)OC(C(=O)NCCN1CCOCC1)c1c(F)cccc1F (stereo not given)
4.7%	15.3	Cc1cc(Cl)c(S(=O)(=O)N(C)C)cc1OCC(N)=O
?	.	N/C(Cc1ccccc1)=N\OC(=O)c1cccc2ccccc12
?	.	O=C(CC12CC3CC(CC(C3)C1)C2)N1CCCOC1
-17.9%	1.7	CCOc1ccc(S(=O)(=O)N2CCC(C(=O)NCc3ccccn3)CC2)cc1C
?	.	COC(=O)NNC(=O)COc1ccccc1C
?	.	COc1cc(CCCN2CCNC[C@@H]2C(C)O)cc(OC)c1OC (stereo not given in full)
?	.	O=C(O)Cn1c(-c2ccccn2)nc2ccccc21
1.6%	0.3	O=C1Cc2cc(S(=O)(=O)N3CCCCC3)ccc2N1
i	.	O=C(CN1C(=O)C2CC=C(Cl)CC2C1=O)Nc1ccc(C(=O)O)cc1 (stereo not given)
-0.3%	11.1	CCOC(=O)c1nnn(-c2nonc2-n2cccc2)c1CN1CCC(C(=O)OCC)CC1
24.7%	19.4	O=C(N/N=C/c1ccoc1)c1cccc([N+](=O)[O-])c1
?	.	Cc1ccc(/C=N/N2CCN(Cc3ccccc3)CC2)cc1
?	.	O=C(C1=C[C@H](c2csc3ccccc23)C[C@H](OCc2ccc(CO)cc2)O1)N1CCN(Cc2ccc3c(c2)OCO3)CC1
?	.	O=C(CN1CCCCC1)NC(=O)NCc1ccccc1
0.2%	10.2	O=c1c2c([nH]c3ccccc13)C(=C1CCCC1)CC2
i	20.8	CCOc1ccc(C(=O)OCC(=O)N2CCCC2)cc1
2.4%	-16.9	COC(=O)c1sc2ccccc2c1NC(=O)c1ccc(S(=O)(=O)N2CC(C)CC(C)C2)cc1 (stereo not given)
?	.	Cn1cc(CN2CCCC(C(=O)Nc3cccc(-c4cc5ccccc5[nH]4)c3)C2)cn1 (stereo not given)
-9.2%	-7.9	Cc1ccc(C(=O)Nc2cccnc2)cc1Cl
?	.	OC(C#CCN1CCCC1)c1ccccc1 (stereo not given)
-1.7%	11.9	O=C(O)c1ccc2c(=O)n3c(nc2c1)/C(=C/c1ccc(Cl)cc1Cl)CC3
5.2%	16.8	Cc1onc2c(=O)n(-c3ccccc3)nc(-c3ccccc3)c12
1.4%	-5.8	CCOC(=O)c1c(NC(=O)C2=C(C)NC(=S)NC2c2ccc(F)cc2F)sc(C)c1C (stereo not given)
?	.	COc1ccccc1-n1nnnc1SCc1cc2c(cc1Br)OCO2
?	.	O=C(Cn1ccc2cc(S(=O)(=O)N3CCCC3)ccc21)NCc1ccccc1
?	.	COc1ccc(NC(=O)CSc2nc(-c3ccco3)nc3cc(=O)[nH]n23)cc1Cl
-3.4%	-12.3	CCO[C@@H]1OC(C(=O)O)=C[C@H](c2ccc(C(F)(F)F)cc2)[C@H]1CCCO

Additional results.
Lipid storage S3	Lipid storage S3 cell count max	SMILES
-7.2%	1.3	CCCN1C(=O)/C(=C/c2nc3ccccc3c(=O)[nH]2)c2ccccc21
?	.	N#Cc1nc(Cc2cccc3ccccc23)oc1NCCCn1ccnc1
?	.	Cc1cccc(NC(=O)CCN2CC(C)CC(C)C2)c1 (stereo not given)
?	.	O=C(O)c1ccc(N/N=C/c2cn(Cc3ccccc3F)c3ccccc23)cc1
?	.	CS(=O)(=O)c1ccc(C(=O)N2CC(=O)Nc3ccccc32)cc1
1.5%	7.1	O=c1oc(Nc2cccc(F)c2)nc2ccccc12
?	.	CCOc1ccc(-c2[nH]nc3c2C(c2cccnc2)C(C#N)=C(N)O3)cc1 (stereo not given)
?	.	CC(C)Cn1c(N)c(C(=O)COC(=O)c2ccc([N+](=O)[O-])o2)c(=O)n(C)c1=O
?	.	Cc1ccc(NC(=O)COc2ncnc3cc([N+](=O)[O-])ccc23)cc1S(=O)(=O)N1CCOCC1
19.7%	-22.6	O=C(COC(=O)c1cc(S(=O)(=O)N2CCOCC2)ccc1O)NCC1CCCO1 (stereo not given)
18.8%	-1.0	COc1cccc(CN2CCNC(=O)C2CC(=O)NCc2cn3ccccc3n2)c1OC (stereo not given)
?	.	O=C(OCC(=O)N(C1CCCCC1)C1CCCCC1)c1cnccn1
13.9%	21.4	Nc1nc(NCCCN2CCOCC2)nc(Nc2ccc(Cl)cc2)c1[N+](=O)[O-]
?	.	CCOc1ccc(C(=O)NC(C(=O)NCc2ccccn2)C(C)C)cc1 (stereo not given)
-12.6%	-16.5	CC(C)(C)c1cc[n+](-c2nc([O-])sc2C=O)cc1
?	.	CCOc1cc2[nH]c(=S)n(Cc3ccc(C(=O)NCCOC)cc3)c(=O)c2cc1OCC
20.7%[9.22 µM]	8.9	CN(C(=O)COC(=O)/C=C/c1ccc(S(=O)(=O)N2CCc3ccccc32)cc1)C1CCS(=O)(=O)C1 (stereo not given)
?	.	Cc1ccc(Cl)cc1N1CCN(C(c2ccc(C#N)cc2)c2nnnn2C2CCCC2)CC1 (stereo not given)
?	.	COc1ccc(/C=N/Nc2nncn2N)cc1Br
14.6%	18.4	O=C(Cn1ccc(NC(=O)OCc2ccccc2)nc1=O)NCCN1CCOCC1
-1.0%	-14.9	OC1(c2cccs2)CN(c2ccc(Cl)cc2)C2=[N+]1CCCS2 (stereo not given)
3.5%	-1.6	O=C(COC(=O)/C=C/c1ccc(S(=O)(=O)N2CCCCCC2)cc1)NCc1ccccc1Cl
-30.3%[0.0737 µM]	.	COc1ccc(S(=O)(=O)NCC(c2ccco2)N2CCc3ccccc3C2)cc1 (stereo not given)
?	.	CC(C)=C1SC(N2CCN(c3cccc(C)c3)CC2)=NC1=O
?	.	COc1ccc(NC(C)=O)cc1S(=O)(=O)N1CCN(C/C=C/c2ccccc2)CC1
-19.3%	23.2	CCC1CCCCN1C(=O)COc1ccc(N(C)S(=O)(=O)c2ccc(C)cc2)cc1 (stereo not given)
i	-6.3	NC(=O)c1ccc(NC(=O)CSc2cn(CC(=O)N3CCOCC3)c3ccccc23)cc1
i	-3.2	CCCCc1ccc(NC(=S)N2CCCC2)cc1
?	.	CC(C)C(=O)Nc1ccc(C(=O)NNC(=O)CCCOc2ccc(Cl)cc2Cl)cc1
-3.5%	-8.5	COc1ccccc1NC(=O)N1CCN(c2ccc3nncn3n2)CC1
?	.	Cc1ccc(N(Cc2ccccc2)C(=O)CN2C(=O)NC3(CCCC3)C2=O)cc1
?	.	CCOC(=O)C(=O)N1CCC(C(=O)OC)CC1
i	8.0	Cc1nn(Cc2ccccc2Cl)c2sc(C(=O)NC(C)(C)C)cc12
?	.	CC(C(=O)N1CCN(c2ccccc2)CC1)N1C(=O)C2CC=CCC2C1=O (stereo not given)
?	.	CCn1nc(C)c(C2C(C#N)=C(N)Oc3n[nH]c(C)c32)c1C (stereo not given)
?	.	Cc1cccc(N(C)S(=O)(=O)c2ccc3c(c2)NC(=O)CC(=O)N3)c1
?	.	O=C(CSc1ncnc2c1nnn2Cc1ccccc1F)NCC1CCCO1 (stereo not given)
?	.	Cc1ccc(NC(=O)c2cccc(S(=O)(=O)N3CCCc4ccccc43)c2)nc1
18.0%	2.8	COc1cccc(NC(=O)CN(C)C(=O)CSc2ccc3c(c2)OCCO3)c1
-5.0%	-21.1	Cc1nc2c(-c3ccc(F)cc3)c(C)nn2c(C)c1CCC(=O)NC(C)CCc1ccco1 (stereo not given)
i	-15.2	CCn1c(SCC(=O)NCc2cccs2)nnc1-c1cccs1
?	.	CCOC(=O)CSc1nc(C(C)(C)C)cc(C(F)(F)F)c1C#N
-4.8%	-4.0	C/C(=N\N1CCN(c2ccccc2)CC1)c1ccncc1
-0.8%	1.9	Cn1c2ccccc2c(=O)n2c(=O)c3ccccc3cc12
?	.	CCCN1C(=O)c2cc(C(=O)NC3CCCCCC3)ccc2C1O (stereo not given)
?	.	COc1ccc(Nc2c3ccccc3nc3ccccc23)cc1
?	.	CCOC(=O)c1c(NC(=S)Nc2ccc(C)cc2)sc2c1CCC2
?	.	O=C(CCC(=O)NC1CCCCC1)Nc1cccnc1
-17.4%	-2.2	CCc1c(C)nc(SCC(=O)Nc2c(C)n(C)n(-c3ccccc3)c2=O)[nH]c1=O
0.2%	3.2	Cc1ccc(NC(=O)CSc2nnc3ccc(-c4ccncc4)nn23)cc1

One compound at a time, as listed above. Order of screens: Lipid storage S3	Lipid storage S3 cell count max
`CCn1nc(C)c(C2C(C#N)=C(N)Oc3n[nH]c(C)c32)c1C` (stereo not given) is listed with ?	.
`CCCN1C(=O)c2cc(C(=O)NC3CCCCCC3)ccc2C1O` (stereo not given) is listed with ?	.
`COc1ccccc1NC(=O)N1CCN(c2ccc3nncn3n2)CC1` is listed with -3.5%	-8.5
`Cc1ccc(N(Cc2ccccc2)C(=O)CN2C(=O)NC3(CCCC3)C2=O)cc1` is listed with ?	.
`O=C(CCC(=O)NC1CCCCC1)Nc1cccnc1` is listed with ?	.

Random excerpt: 5 entries already listed, in no set order.
Lipid storage S3	Lipid storage S3 cell count max	SMILES
?	.	CCOC(=O)CSc1nc(C(C)(C)C)cc(C(F)(F)F)c1C#N
-0.8%	1.9	Cn1c2ccccc2c(=O)n2c(=O)c3ccccc3cc12
?	.	CCCN1C(=O)c2cc(C(=O)NC3CCCCCC3)ccc2C1O (stereo not given)
?	.	CCn1nc(C)c(C2C(C#N)=C(N)Oc3n[nH]c(C)c32)c1C (stereo not given)
?	.	CCOC(=O)C(=O)N1CCC(C(=O)OC)CC1

More structures.
Lipid storage S3	Lipid storage S3 cell count max	SMILES
?	.	CCC(C)n1cnc2c(c1=O)c1nc3ccccc3nc1n2Cc1ccccc1OC (stereo not given)
-2.2%	-11.8	COc1ccc(C(=O)COC(=O)c2ccccn2)cc1OC
-19.2%	-10.7	CC(C)n1cc(/C=N/Nc2ccc(C(=O)O)cc2)c2ccccc21
12.3%	1.9	COc1ccc(-c2nnn(-c3ccc(Cl)cc3Cl)c2N)cc1
-9.8%	-7.5	CCOC(=O)CSc1nnc(Cc2cc(=O)[nH]c(=O)[nH]2)n1-c1cccc(OC)c1
?	.	CC(Sc1nc(-c2ccccc2)cc(C(F)(F)F)n1)C(=O)Nc1sc2c(c1C(N)=O)CCC2 (stereo not given)
?	.	COc1cccc(NC(=O)COC(=O)C2C3CC4OC(=O)C2C4C3)c1 (stereo not given)
-2.6%	13.7	COc1ccc(-c2nnc(NC(=O)C3CC3)o2)cc1
?	.	CC(Sc1nc2c(c(=O)n(C)c(=O)n2C)n1Cc1cc2c(cc1Cl)OCO2)C(=O)O (stereo not given)
8.7%	2.5	O=C(NCCN1CCN(C(=O)c2ccc(Br)cc2)CC1)c1ccc(Br)cc1
?	.	CN(C)C=Nc1ncc2c3ccccc3n(Cc3ccccc3)c2c1C#N
13.0%	-5.7	O=C(NNC(=O)c1ccc2ccccc2n1)c1ccc(O)cc1
i	.	N#CC1=C(N)SC(N)=C(C#N)C1CCC1CCCCC1
?	.	COc1ccc(OCC(=O)Nc2cc(C)c(Cl)cc2OC)c([N+](=O)[O-])c1
i	-7.1	CC(=O)Nc1cc[n+](C(C)C(=O)c2ccc(Cl)cc2)cc1 (stereo not given)

Some of the compounds tested, so the mix of outcomes need not match the whole.
